Screening results from PubChem.
M1 ag parental – M1 agonist counterscreen hit in parental CHO-K1 cells; Fluo-8 calcium fluorescence; scaled to maximal ATP response, vehicle zero; activation, % at 3 µM; hit rate 0.48% among 360,000; in the data active means activation above about 15%;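 further: untransfected CHO-K1 host cells lacking M1 receptor as counterscreen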
CHO-K1 Ca antag – nonselective inhibitor or artifact in parental CHO-K1 cells; ATP-induced calcium, Fluo-8 fluorescence; inhibition, % at 3 µM; hit rate 0.6% among 360,000;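 active means inhibition above a per-plate cutoff, the plate's mean sample inhibition plus 3 SD, cut at about 24% in these data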;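 further: 0% = DMSO plus EC80 ATP and 100% = DMSO alone without ATP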
M1 ag – agonists of human M1 muscarinic receptor. activation, % at 3 µM. CHO-K1 hM1, Fluo-8 calcium fluorescence, agonist mode; 0% DMSO, 100% acetylcholine EC100. AID 588814. hit rate 0.33% among 360,000;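 active means activation above the run's mean compound activation plus 3 SD, cut at about 16% in these data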;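 further: peak over basal fluorescence ratio within a 140 s kinetic read after compound addition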
Target sequence (P11229 whole entry, looked up): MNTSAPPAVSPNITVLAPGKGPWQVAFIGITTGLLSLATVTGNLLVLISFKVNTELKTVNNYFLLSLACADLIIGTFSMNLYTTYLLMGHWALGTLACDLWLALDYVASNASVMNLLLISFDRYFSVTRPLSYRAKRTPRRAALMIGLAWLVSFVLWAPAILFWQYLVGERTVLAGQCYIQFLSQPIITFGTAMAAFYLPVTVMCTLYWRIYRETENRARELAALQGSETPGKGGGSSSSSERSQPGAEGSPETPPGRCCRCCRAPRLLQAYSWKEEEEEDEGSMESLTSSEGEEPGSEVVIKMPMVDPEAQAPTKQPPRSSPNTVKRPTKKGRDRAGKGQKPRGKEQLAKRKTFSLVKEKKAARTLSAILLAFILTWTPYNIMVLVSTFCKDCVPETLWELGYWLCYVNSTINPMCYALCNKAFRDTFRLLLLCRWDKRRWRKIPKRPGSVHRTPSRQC
TAAR1 agonist – agonists of human TAAR1 | Q96RJ0 | CHO RD-HGA16 TAAR1, Fluo-8 calcium fluorescence; vehicle wells 0%, saturating PEA agonist 100% | activation, % at 3 µM | hit rate 0.99% among 360,000 | AID 624467;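 active means activation above the mean activation of all test compounds in the run plus 3 SD, cut at about 38% in these data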
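Repeats: no replicates (n 1) | Material: CHO-derived RD-HGA16 cells with stable Gα16 and human TAAR1 | Technique: Kinetic Fluo-8 calcium fluorescence | Schedule: 17-24 h seeding, 75 min 37 °C dye, 30 min RT | Evaluation: % activation from peak over basal fluorescence ratio, DMSO-to-PEA scaled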
CHO parental Ca – signal in parental CHO cells, OX1R antagonist counter-screen; parental CHO-K1, ATP-induced calcium, Fluo-8 fluorescence; inhibition, % at 5.6 µM; hit rate 0.63% among 330,000; AID 463079;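 active means inhibition above that plate's mean sample inhibition plus 3 SD, cut at about 26% in these data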;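 further: 0% = ATP-challenged DMSO wells and 100% = DMSO wells without ATP; some compounds past the cut are filed as inactive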
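Assay system – parental CHO cells · Reagent – ATP stimulus · Detection – intracellular calcium via Fluo-8 no-wash fluorescent dye · Evaluation – percent inhibition of ATP-evoked calcium rise, normalized to controls · Controls – ATP wells versus no-ATP DMSO wells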
OXTR potentiator – human OXTR potentiation; activation, % at 3 µM; P30559; hit rate 0.061% among 320,000; CHO-OTR cells, Fluo-8 calcium fluorescence, potentiator mode; 0% = oxytocin EC15, 100% = EC100;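 active means activation above that plate's cutoff, the mean activation of tested compounds plus 3 SD, cut at about 6.6% in these data, passing the limit was not always enough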;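 further: 100% uses oxytocin at 75 nM as the full agonist control; some results filed as inactive read as strong as hits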
Target sequence (P30559 whole entry, looked up): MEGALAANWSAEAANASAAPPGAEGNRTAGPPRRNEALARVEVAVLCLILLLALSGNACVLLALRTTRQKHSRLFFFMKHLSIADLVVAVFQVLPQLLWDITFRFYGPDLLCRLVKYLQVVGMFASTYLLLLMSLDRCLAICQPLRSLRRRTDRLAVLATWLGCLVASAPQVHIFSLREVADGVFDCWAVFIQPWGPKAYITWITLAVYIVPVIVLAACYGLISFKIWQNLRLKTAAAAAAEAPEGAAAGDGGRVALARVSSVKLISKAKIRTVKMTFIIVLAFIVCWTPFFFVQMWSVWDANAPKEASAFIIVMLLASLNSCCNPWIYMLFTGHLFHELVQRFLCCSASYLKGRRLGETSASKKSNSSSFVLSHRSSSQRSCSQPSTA
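Replication – single well per compound, singlicate · Assay system – CHO cell line stably expressing human OTR · Timing – 6 min pre-incubation, 100 s read · Measure – normalized max/min fluorescence ratio, % activation · Doses – 3.0 µM, one dose · Detection – Fluo-8 calcium dye fluorescence · Probe or stimulus – oxytocin near EC15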
TAAR1 antag – antagonists of human TAAR1 | AID 624466 | inhibition, % at 3 µM | CHO RD-HGA16 TAAR1, Fluo-8 calcium fluorescence, antagonist | hit rate 1.5% among 360,000;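 active means inhibition above a per-plate cutoff, the mean inhibition of test compounds on that plate plus 3 SD, cut at about 49% in these data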;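 further: 0% = DMSO plus EC80 beta-PEA response and 100% = DMSO alone without agonist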
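Assay system: RD-HGA16 CHO cells with stable hTAAR1 and Gα16 / Reagent: EC80 β-phenethylamine stimulus / Doses: 3 µM, single point / Timing: dye loading 75 min at 37 °C, then 30 min room temperature / Measured by: Fluo-8 intracellular calcium dye fluorescence, real-time kinetic reads / Controls: vehicle wells and EC80 agonist wells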
V1R ag counter – counter-screen for oxytocin receptor agonists: human V1a receptor agonists; P37288; CHO-V1R cells, Fluo-8 calcium fluorescence, agonist mode; 0% DMSO, 100% 3 nM vasopressin; activation, % at 3 µM; hit rate 0.25% among 320,000; AID 2797;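 active means activation above the mean activation of all tested compounds plus 3 SD, per screening run, cut at about 20% in these data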;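 further: signal is peak over basal fluorescence ratio across a 100 second FLIPR read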
M1 PAM parental – counter-screen for M1 PAMs: effect in parental CHO-K1 cells; ATP EC20, Fluo-8 calcium fluorescence; 0% at ATP EC20, 100% at ATP max; activation, % at 3 µM; hit rate 0.02% among 360,000; AID 602247;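 active means activation above the run cutoff, the mean activation of all test compounds plus 3 SD, cut at about 40% in these data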;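 further: peak over basal fluorescence ratio in a 140 s read after ATP addition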
* = called active by the depositor; nt = no result given.

#1 COCCNC(=O)C[C@@H]1C[C@H]2c3cc(NC(=O)Nc4ccc(F)cc4)ccc3O[C@H]2[C@H](CO)O1
#2 O=C(N1CCN(CCO)CC1)N1c2ccccc2C=Cc2ccccc21
#3 CCCCOc1ccc(C(O)C(CN2CCCCC2)c2ccccc2)cc1 (configuration not stated)
#4 COc1ccc(NC(=O)COc2ccccc2)c(OC)c1
#5 CCn1c(=S)[nH]c2sc3c(c2c1=O)CCCC3
#6 COCCN(C(=O)COC(=O)CCc1ccc(OC)cc1)c1c(N)n(Cc2ccccc2)c(=O)[nH]c1=O
#7 COc1cc(C2Nc3cc(Cl)c(S(N)(=O)=O)cc3S(=O)(=O)N2)ccc1OCc1ccccc1 (configuration not stated)
#8 Cc1sc2nc(CN3CCOCC3)nc(NS(=O)(=O)c3cc(Cl)ccc3Cl)c2c1C
#9 COc1ccc(CC(=O)Nc2ccc(S(=O)(=O)N3CCOCC3)cc2)cc1
#10 COc1cc(OC)cc(C2=Cc3ccccc3C(CC(=O)c3ccco3)N2c2ccc(-c3cccnc3)cc2)c1 (configuration not stated)
Compound | 1 | 2 | 3 | 4 | 5 | 6 | 7 | 8 | 9 | 10
M1 ag parental | -0.3 | 0.1 | 0.4 | 0.5 | -0.1 | 1.8 | 0.3 | 3.2 | 1.3 | 0.3
CHO-K1 Ca antag | 1 | -14 | 13 | 0 | 0 | 2 | -2 | -20 | 12 | -16
M1 ag | 1 | -6 | -14 | -5 | -7 | -4 | -4 | -2 | 4 | nt
TAAR1 agonist | 3 | 10 | 9 | 9 | 0 | 1 | 7 | 3 | 17 | 1
CHO parental Ca | nt | -4 | -19 | -21 | -1 | -14 | -11 | -9 | 4 | nt
OXTR potentiator | nt | -18 | -3 | -10 | 3 | -5 | -4 | -10 | 1 | nt
TAAR1 antag | -8 | -12 | 13 | 0 | -25 | -28 | 4 | -21 | 0 | -36
V1R ag counter | nt | -0.7 | 0.8 | 0.6 | -0.1 | 0.3 | -0.5 | 2.2 | 4.6 | nt
M1 PAM parental | -10 | 28 | 1 | 11 | 0 | 10 | 8 | 21 | 0 | -11

#11 c1ccc(CCCN2CCN(c3ccccc3)CC2)cc1
#12 CC(Oc1ccc(S(=O)(=O)N2CCCC2)cc1[N+](=O)[O-])C(=O)NC(C)c1ccccc1 (configuration not stated)
#13 COc1ccc(OCc2nnc(NC(=O)Nc3ccccc3F)s2)cc1
#14 OC(c1ccc(Cl)cc1)c1ncc(-c2cccc(C(F)(F)F)c2)[nH]1 (configuration not stated)
#15 Cc1ccc(Cl)cc1NS(=O)(=O)c1cc2[nH]c(=O)c(=O)[nH]c2cc1C
#16 O=C(CS(=O)(=O)c1ccccc1)Nc1ccc(S(=O)(=O)Nc2ncccn2)cc1
#17 CN(C)CC(=O)Nc1nc(-c2ccccc2)cs1
#18 CC(C)Oc1ccc(S(=O)(=O)N2CCOCC2)cc1NC(=O)C1CCCCC1
#19 Cc1ccc(/C=C/C2=NN(Cc3ccccc3)C(=O)CC2)cc1
#20 Cc1ccc(S(=O)(=O)N2[C@@H](c3ccc(F)cc3)C(C(=O)O)=CC[C@H]2c2ccc3c(c2)OCO3)cc1
Compound | 11 | 12 | 13 | 14 | 15 | 16 | 17 | 18 | 19 | 20
M1 ag parental | 1.7 | 9.3 | 0.0 | 5.3 | 0.2 | 1.3 | 0.4 | 0.7 | 6.4 | 0.0
CHO-K1 Ca antag | -7 | -14 | -10 | 0 | -14 | -19 | -5 | -30 | -5 | -5
M1 ag | -8 | -3 | -2 | 0 | 1 | -10 | 1 | -2 | -4 | -5
TAAR1 agonist | 1 | 6 | 2 | 9 | 0 | 6 | 2 | -1 | 10 | 4
CHO parental Ca | -11 | -28 | -5 | nt | 13 | -3 | 4 | -11 | -17 | -13
OXTR potentiator | -4 | -7 | -1 | nt | -10 | 1 | -9 | -1 | -16 | -4
TAAR1 antag | 0 | 14 | -11 | 14 | -4 | -11 | 0 | 7 | 26 | 4
V1R ag counter | 0.0 | 2.0 | 0.1 | nt | -0.3 | -0.3 | 2.2 | 0.1 | 0.6 | 0.8
M1 PAM parental | 23 | 1 | 5 | 16 | -4 | 34 | 2 | 16 | 7 | -10

#21 Cc1ccccc1C(=O)Nc1cccc(NC(=S)NC(=O)c2cccs2)c1
#22 CN[C@H]1C[C@H]2c3[nH]c4ccccc4c3CCN2C(=O)[C@H]1[C@H](C)O
#23 O=C(CN1CCN(c2ccc(F)cc2)CC1)Nc1cc(C(F)(F)F)ccc1Cl
#24 COc1ccccc1OCCNC(=O)CN1C(=O)NC2(CCCC2)C1=O
#25 CCOc1cc(S(=O)(=O)n2c(C)nc3ccccc32)ccc1F
#26 CN(CCNC(=O)C1CC(=O)N(c2ccc(F)c(Cl)c2)C1)Cc1ccccc1 (configuration not stated)
#27 COc1ccc(C2C(C(=O)c3sc(C)nc3C)=C(O)C(=O)N2CCN(C)C)cc1OC (configuration not stated)
#28 Cc1cc(C)n2nc(C(=O)OCC(=O)N3CCC3)nc2n1
#29 COC(=O)/C=C1\S/C(=N/N=C/c2ccccc2)NC1=O
#30 CCN(CC)CCCn1c(C)cc2c(c1=O)C(c1ccc(OC)c(OC)c1OC)C(C#N)=C(N)O2 (configuration not stated)
Compound | 21 | 22 | 23 | 24 | 25 | 26 | 27 | 28 | 29 | 30
M1 ag parental | 2.1 | 1.1 | 0.0 | 2.9 | 0.3 | 1.4 | 0.9 | 0.0 | 0.3 | 0.1
CHO-K1 Ca antag | 3 | -4 | -14 | -5 | -16 | -16 | -7 | -12 | -2 | 2
M1 ag | -2 | -3 | -4 | 0 | -2 | -12 | -3 | 2 | -4 | -6
TAAR1 agonist | 4 | 3 | 2 | 1 | 15 | 6 | 6 | 4 | -1 | 3
CHO parental Ca | -1 | nt | -13 | nt | 0 | -8 | 17 | -18 | -4 | -2
OXTR potentiator | -8 | nt | -7 | nt | -13 | -5 | -9 | -12 | -13 | -3
TAAR1 antag | -11 | 4 | 10 | -19 | -10 | -9 | -2 | 13 | 13 | -16
V1R ag counter | 2.4 | nt | 0.9 | nt | -0.7 | 3.8 | -0.4 | -0.3 | -1.0 | -0.3
M1 PAM parental | 14 | 11 | 11 | 2 | 13 | -4 | 21 | 9 | 12 | 21

Whole records as entered above. Values in the order: M1 ag parental, CHO-K1 Ca antag, M1 ag, TAAR1 agonist, CHO parental Ca, OXTR potentiator, TAAR1 antag, V1R ag counter, M1 PAM parental
Listed for CN[C@H]1C[C@H]2c3[nH]c4ccccc4c3CCN2C(=O)[C@H]1[C@H](C)O → 1.1, -4, -3, 3, nt, nt, 4, nt, 11
Listed for Cc1cc(C)n2nc(C(=O)OCC(=O)N3CCC3)nc2n1 → 0.0, -12, 2, 4, -18, -12, 13, -0.3, 9
Listed for Cc1ccccc1C(=O)Nc1cccc(NC(=S)NC(=O)c2cccs2)c1 → 2.1, 3, -2, 4, -1, -8, -11, 2.4, 14
Listed for COc1ccc(C2C(C(=O)c3sc(C)nc3C)=C(O)C(=O)N2CCN(C)C)cc1OC (configuration not stated) → 0.9, -7, -3, 6, 17, -9, -2, -0.4, 21

Next section.
#31 COc1ccc(C(OCC(O)CNCCc2ccc(S(N)(=O)=O)cc2)c2ccc(OC)cc2)cc1 (configuration not stated)
#32 COc1ccc(-c2ccc3c(c2)S(=O)(=O)c2cccc(C(=O)NC[C@@H]4CCCO4)c2C3=O)cc1OC
#33 CC1CCCC(NC(=O)c2cccc(S(=O)(=O)N3CCN(c4ccccc4)CC3)c2)C1C (configuration not stated)
#34 COc1ccc(N2C(=O)C3CCCN3C2c2ccc(C)o2)cc1Cl (configuration not stated)
#35 O=C(Cn1c(=O)[nH]c2ccsc2c1=O)NC1CCCCC1
#36 Cc1nc(SCC(=O)N2CCOCC2)c2c3c(sc2n1)CCC3
#37 O=C(Nc1ccc(N2CCN(C(=O)c3ccco3)CC2)c(Cl)c1)c1c(F)c(F)c(F)c(F)c1F
#38 Cc1ccc(C(=O)Nc2cccc(C(=O)O)c2)cc1
#39 Cc1ccccc1-c1cc2nc(NCCOc3ccccc3Cl)n(C)c(=O)c2s1
#40 CC(C)(C)c1ccc2cc(F)cc(F)c2n1
Compound | 31 | 32 | 33 | 34 | 35 | 36 | 37 | 38 | 39 | 40
M1 ag parental | 0.3 | 5.9 | -0.3 | 0.0 | -0.1 | 0.8 | 4.6 | nt | -0.9 | 0.6
CHO-K1 Ca antag | -3 | -7 | 0 | 1 | -9 | -10 | -1 | nt | -14 | 14
M1 ag | -10 | -5 | -3 | -3 | -1 | 0 | -1 | nt | -2 | -5
TAAR1 agonist | 3 | 21 | -2 | 13 | 10 | 4 | 11 | 4 | 0 | 1
CHO parental Ca | 0 | -13 | -8 | -18 | 1 | -17 | 25 | 12 | nt | nt
OXTR potentiator | -12 | -8 | -14 | -5 | -1 | -7 | -22 | -9 | nt | nt
TAAR1 antag | -7 | 57* | 1 | -3 | 16 | 5 | 42 | -8 | 1 | -14
V1R ag counter | 0.4 | 0.0 | -1.0 | -0.8 | 0.6 | 5.1 | 10 | 1.1 | nt | nt
M1 PAM parental | -15 | 7 | -1 | 0 | 17 | 6 | 7 | nt | 22 | 15

#41 CC(C)Sc1nc2ncnc(N)c2[nH]1
#42 C=CCOCCN(C)C1=NS(=O)(=O)c2ccccc21
#43 Cc1cccc(NC(=O)c2cccc(N3C(=O)C4C5CCC(C5)C4C3=O)c2)c1C (configuration not stated)
#44 C/C=C/Cn1c(N2CCCCCC2)nc2c1c(=O)[nH]c(=O)n2C
#45 COc1ccc(C2CC(c3ccccc3)=NN2C(=O)c2ccc(Cl)c([N+](=O)[O-])c2)cc1 (configuration not stated)
#46 CCOC(=O)C1(Cc2ccccc2)CCCN(C2CCN(C(C)=O)CC2)C1 (configuration not stated)
#47 CC1CCN(CC(=O)NCCc2ccc(F)cc2)CC1
#48 O=C(CN1C(=O)COc2ccccc2C1=O)c1ccc2c(c1)OCCO2
Compound | 41 | 42 | 43 | 44 | 45 | 46 | 47 | 48
M1 ag parental | 0.5 | 0.7 | 2.3 | -0.1 | -0.1 | 0.7 | 0.0 | 5.8
CHO-K1 Ca antag | 0 | -17 | -5 | -5 | -1 | 3 | -1 | 2
M1 ag | -9 | -2 | -2 | -5 | -6 | -7 | -8 | -1
TAAR1 agonist | 6 | 0 | 10 | 5 | 0 | 1 | 2 | 3
CHO parental Ca | 11 | 8 | -2 | -14 | -16 | -23 | -2 | 0
OXTR potentiator | 2 | -13 | -6 | -4 | -1 | -6 | -10 | -3
TAAR1 antag | 11 | 4 | -7 | -11 | -30 | 7 | -21 | 3
V1R ag counter | -0.7 | -0.2 | 2.0 | -0.3 | -0.5 | 1.3 | -1.1 | 0.4
M1 PAM parental | 22 | 10 | 14 | 1 | 10 | 3 | -6 | 8
